hcGAS lum: Primary biochemical luminescence assay for human cyclic GMP-AMP synthase inhibitors; Q8N884; recombinant h-cGAS, ATP depletion, Kinase-Glo luminescence; inhibition, % at 12.5 µM; 290,000 compounds, 0.081% hits; AID 1259398, 2018;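 also: 0% = vehicle reaction and 100% = reaction without DNA for no activity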
Target sequence (Q8N884 whole entry, looked up): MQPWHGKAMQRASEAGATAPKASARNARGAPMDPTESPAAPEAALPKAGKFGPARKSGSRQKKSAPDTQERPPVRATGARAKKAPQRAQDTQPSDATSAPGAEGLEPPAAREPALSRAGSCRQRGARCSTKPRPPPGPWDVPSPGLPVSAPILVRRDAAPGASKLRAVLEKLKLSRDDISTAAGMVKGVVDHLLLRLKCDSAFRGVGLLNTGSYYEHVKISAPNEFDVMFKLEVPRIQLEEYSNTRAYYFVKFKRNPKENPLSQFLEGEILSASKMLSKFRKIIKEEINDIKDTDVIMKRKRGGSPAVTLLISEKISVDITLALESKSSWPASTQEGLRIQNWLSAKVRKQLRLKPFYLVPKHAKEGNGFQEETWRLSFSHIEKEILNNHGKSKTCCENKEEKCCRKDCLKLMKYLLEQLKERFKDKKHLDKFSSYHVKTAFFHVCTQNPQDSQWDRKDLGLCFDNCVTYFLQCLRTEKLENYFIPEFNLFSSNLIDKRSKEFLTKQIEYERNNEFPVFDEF
mcGAS inh: cyclic GMP-AMP synthase inhibitors, mouse, primary biochemical chemiluminescence | Q8C6L5 | recombinant cGAS, Kinase-Glo ATP depletion luminescence | inhibition, % at 12.5 µM | 160,000 compounds, 0.15% hits;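 also: 0% = negative control wells and 100% = reference inhibitor with no enzyme activity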
NPYLR7 ag: agonists of mosquito NPYLR7 receptor, primary screen, cell-based, Aedes aegypti, calcium fluorescence, mosquito biting behavior; Aedes aegypti neuropeptide Y-like receptor 7 (NPYLR7); HEK293T NPYLR7/Galpha15, GCaMP6s calcium fluorescence; activation, % at 10 µM; 270,000 compounds, 0.15% hits; AID 1259423, 2018; in the data active = activation above about 40%;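 also: 0% = vehicle and 100% = reference agonist at the receptor; some compounds past the cut are filed as inactive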
* marks the source's active call; other numbers are inactive results; . = no result given; & = joins results of further samples. Rule as the data show it, unless noted: active = inhibition above about 40%; inactive = the rest.

mol	hcGAS lum	mcGAS inh	NPYLR7 ag
CN1C(=O)c2ccccc2N2C(=O)CCC12C(=O)NCc1cccc(Cl)c1 (stereo unspecified)	-5	.	-4
Cc1ccc(CN(Cc2ncc(C(C)(C)C)o2)C(C)C)s1	-3	.	0
Cc1[nH]ncc1CCCNC(=O)CCNC(=O)CC1CC2CCC1C2 (stereo unspecified)	2	.	-6
CN(c1ccccc1)N1CC(C(=O)NCCNc2ccc([N+](=O)[O-])cn2)CC1=O (stereo unspecified)	-1	-2	-14
Nc1nc(N2CCN(c3ccccc3O)CC2)c2[nH]cnc2n1	-4	.	7
CC[C@H]1CN(C(=O)Cc2c[nH]c(=O)n(C)c2=O)CC[C@@]1(C)O	3	.	7
COc1ccccc1-c1c(C)nn2c(N3CCCC3)cc(C)nc12	-8	-7	2
CCN(CC)C(C)CNC(=O)c1cccc(C)c1I (stereo unspecified)	-1	.	5
O=C(NC1CC2CCC(C1)N2CCc1ccccc1)c1ccc(F)c(C(F)(F)F)c1 (stereo unspecified)	-4	-6	5
O=C1CC(c2ccccc2)CC2=Nc3ccccc3NC(c3coc4ccccc4c3=O)C12 (stereo unspecified)	-2	-6	0
Oc1cc(OCCN2CCCCC2)ccc1-c1[nH]ncc1-c1ccccc1	-7	-11	2
CN(CCc1ccccn1)c1ncccc1CNC(=O)c1ccoc1	-9	.	4
CCc1nc2ccc(C(=O)N3CCN(c4ccccc4)CC3)cn2c1N(C=O)Cc1ccc(OC)cc1	0	1	3
O=C(Cn1cc2c(n1)CCCCC2)NC1CCCCCC1	-1	1	-4
O=C(Nc1ccc2c(c1)CN(C(=O)/C=C/c1cccnc1)CC2)c1ccncc1	-12&-8	.	0&8

The final two entries of the part before are carried over, then new ones follow.
mol	hcGAS lum	mcGAS inh	NPYLR7 ag
O=C(Cn1cc2c(n1)CCCCC2)NC1CCCCCC1	-1	1	-4
O=C(Nc1ccc2c(c1)CN(C(=O)/C=C/c1cccnc1)CC2)c1ccncc1	-12&-8	.	0&8
COCC(=O)Nc1cccc(-n2ccc(-c3cccnc3)n2)c1	-2	.	1
COCC(=O)Nc1cnn(-c2cccc(C(=O)N3CCC(c4ccccc4F)C3)c2)c1 (stereo unspecified)	-7	-12	3
Cc1cccn2c(=O)c3cc(C(=O)NCC4CCCO4)n(C)c3nc12 (stereo unspecified)	-8	.	6
O=Cc1c(-c2ccccc2)c(C=O)n2ccccc12	-6	-7	-13
CCN1C(=O)NC(c2ccc(Cl)cc2)C(C(=O)OC2CCCCC2)=C1C (stereo unspecified)	-2	-6	-9
CCc1nc(C)cc(NCCCc2cnn(C)c2)n1	-9	-9	.
OCC1(CCCc2ccccc2)CCNCC1	-1	.	1
CC(C)C(=O)Nc1ccc(S(=O)(=O)NCCCN2CCN(c3ccccc3)CC2)cc1	0	.	-9
COc1ccc(OC)c(NC(=O)CSc2nc(=O)n(CCN3CCOCC3)c3c2CCCC3)c1	-8	-8	-3
Cc1ccc(C=NNC(=S)NCCCN2CCOCC2)o1	-2	0	0
O=C(CS(=O)(=O)c1ccccc1)N(Cc1ccccn1)c1nc2ccccc2s1	-4	-7	-5
Cc1oc(-c2ccco2)nc1CC(=O)NC1CCc2ccccc21 (stereo unspecified)	-11	.	2
Cc1ccc(C(=O)Nc2c3c(nn2-c2cccc(C)c2C)CS(=O)(=O)C3)cc1C	-2	.	0
C=CCNC(=O)CC1Sc2ccc(C(F)(F)F)cc2NC1=O (stereo unspecified)	-13	.	20
CCOC(=O)N1CCC(NC(=O)COC(=O)c2cc3ccccc3s2)CC1	-6	.	1
COc1cccc(C(=O)N2CCc3ccccc3C2c2ccccc2Cl)c1 (stereo unspecified)	-5	-2	18
C=CCNC(=S)NN=C1c2ccccc2-c2ccccc21	-6	.	-8
CC(=O)Nc1ccc(CNC(=O)c2cc(F)ccc2F)cc1	-11	.	0
C1=CCC(CN2CCN(Cc3ccco3)CC2)CC1 (stereo unspecified)	7	4	10
CN(Cc1ccccc1C(F)(F)F)C(=O)CCNS(C)(=O)=O	-3	.	10
COC(=O)n1c(=O)oc2cc(Br)ccc21	-7	-4	-3
CCOc1cc(-c2nccn2Cc2ccco2)ccc1O	-4	.	11
Cc1cc(=O)n(-c2ccc(C(=O)NCC3CCCCC3)cc2)[nH]1	2	-5	-1
COC(=O)c1c(C)[nH]c(C2=NNC(=NC3CC3)SC2)c1C	4	.	19
COc1ncccc1NC(=O)N(C)C(C)C1(C)CC1 (stereo unspecified)	-3	.	-17
CCOc1ccccc1C(=O)NNC(=O)COc1cc(C)cc(C)c1	-10	.	-3
O=C(Cn1c(=O)[nH]c(=O)c2ccccc21)N1CCN(c2ncc(C(F)(F)F)cc2Cl)CC1	-13	.	-2
Cc1ccc(-n2c(CCC(=O)OCC(N)=O)nc3ccccc3c2=O)cc1	8	.	-2
COCCc1ccc(-c2csc(NC(=O)CCNC(=O)c3ccc(F)cc3F)n2)cc1	-5	.	4
Cc1cccc(C(=O)N2N=C(C3CCCCC3)CC2(O)C(F)(F)F)c1O (stereo unspecified)	-8	.	2

Some of these compounds in order of formula weight, high to low.
mol	hcGAS lum	mcGAS inh	NPYLR7 ag
COc1ccc(OC)c(NC(=O)CSc2nc(=O)n(CCN3CCOCC3)c3c2CCCC3)c1	-8	-8	-3
O=C(Cn1c(=O)[nH]c(=O)c2ccccc21)N1CCN(c2ncc(C(F)(F)F)cc2Cl)CC1	-13	.	-2
CC(C)C(=O)Nc1ccc(S(=O)(=O)NCCCN2CCN(c3ccccc3)CC2)cc1	0	.	-9
O=C(CS(=O)(=O)c1ccccc1)N(Cc1ccccn1)c1nc2ccccc2s1	-4	-7	-5
Cc1ccc(C(=O)Nc2c3c(nn2-c2cccc(C)c2C)CS(=O)(=O)C3)cc1C	-2	.	0
CCOC(=O)N1CCC(NC(=O)COC(=O)c2cc3ccccc3s2)CC1	-6	.	1
COc1cccc(C(=O)N2CCc3ccccc3C2c2ccccc2Cl)c1 (stereo unspecified)	-5	-2	18
Cc1cccc(C(=O)N2N=C(C3CCCCC3)CC2(O)C(F)(F)F)c1O (stereo unspecified)	-8	.	2
Cc1ccc(-n2c(CCC(=O)OCC(N)=O)nc3ccccc3c2=O)cc1	8	.	-2
CCOc1ccccc1C(=O)NNC(=O)COc1cc(C)cc(C)c1	-10	.	-3
CN(Cc1ccccc1C(F)(F)F)C(=O)CCNS(C)(=O)=O	-3	.	10
C=CCNC(=O)CC1Sc2ccc(C(F)(F)F)cc2NC1=O (stereo unspecified)	-13	.	20
Cc1oc(-c2ccco2)nc1CC(=O)NC1CCc2ccccc21 (stereo unspecified)	-11	.	2
Cc1cc(=O)n(-c2ccc(C(=O)NCC3CCCCC3)cc2)[nH]1	2	-5	-1
Cc1ccc(C=NNC(=S)NCCCN2CCOCC2)o1	-2	0	0
COC(=O)c1c(C)[nH]c(C2=NNC(=NC3CC3)SC2)c1C	4	.	19
CC(=O)Nc1ccc(CNC(=O)c2cc(F)ccc2F)cc1	-11	.	0
C=CCNC(=S)NN=C1c2ccccc2-c2ccccc21	-6	.	-8
COc1ncccc1NC(=O)N(C)C(C)C1(C)CC1 (stereo unspecified)	-3	.	-17
C1=CCC(CN2CCN(Cc3ccco3)CC2)CC1 (stereo unspecified)	7	4	10
OCC1(CCCc2ccccc2)CCNCC1	-1	.	1

Further records follow.
mol	hcGAS lum	mcGAS inh	NPYLR7 ag
CC(=O)NC(Oc1ccc(/C=C2\C(=O)N(c3ccccc3)N=C2C)cc1)C(Cl)(Cl)Cl (stereo unspecified)	1	1	-6
COCc1c(C(=O)Nc2ccc(NC(=O)C(C)(C)C)c(C)c2)noc1C	-9	-13	-1
O=C(c1ccnc(NC2CC2)c1)N1CCCC1c1ccc2c(c1)OCCO2 (stereo unspecified)	-1	.	4
C(=NOCc1nc2c3cnn(-c4ccccc4)c3ncn2n1)c1ccccc1	-8	.	-13
CCN(C(=O)C(C)S(=O)(=O)Cc1c(Cl)cccc1Cl)c1ccccc1 (stereo unspecified)	-8	-9	8
CCN(CC)CCOc1ccc2c(c1)C(=O)c1cc(OCCN(CC)CC)ccc1-2	34	.	-1
Brc1c(C2C3CC4CC(C3)CC2C4)nc2ccccn12 (stereo unspecified)	-1	.	6
N#Cc1cccc(OC2CC3CCC(C2)N3C(=O)c2ccc(CSc3nc4ccccc4s3)cc2)c1 (stereo unspecified)	-3	0	-16
COCCCN(Cc1c(-c2cccc(C)c2)noc1N1CCOCC1)C(=O)c1ccco1	-3	-3	7
Cn1c(=O)c2c(ncn2Cc2nc3ccccc3o2)n(C)c1=O	3	2	0
Cc1[nH]cnc1C(=O)NC(c1ccncc1)c1ccc(Cl)cc1 (stereo unspecified)	-6	.	1
COc1cc(N2CCCC(N3CCCC3=O)C2)ncn1 (stereo unspecified)	3	.	-4
O=C(NCC(F)(F)F)C1CSCN1C(=O)c1cc2c(s1)CCCCC2 (stereo unspecified)	-3	.	7
Cc1ccc(-c2noc(COc3cc4oc(=O)cc(C)c4cc3Cl)n2)cc1	-2	.	1
CC(=O)NCc1ccc(C(=O)N(C)Cc2ccc(Cl)s2)cc1	-10	.	3

Later entries:
Values run as follows: hcGAS lum	mcGAS inh	NPYLR7 ag
- CC(=O)N1CCN(Cc2nnnn2-c2cccc(F)c2)CC1
→ -6	-9	-2
- CC1(C)CC2CC(C)(CN2C(=O)CN2CCN(C/C=C/c3ccccc3)CC2)C1 (stereo unspecified)
→ -12	.	4
- CCCN(CC(=O)Nc1cc(-c2ccccc2)nn1-c1ccccc1Cl)C(=O)NC12CC3CC(CC(C3)C1)C2
→ -8	-4	14
- CCCn1c(=O)n(CC(=O)N(C)CC(=O)Nc2cc(C)ccc2C)c2ccccc21
→ -1	.	9
- C=CCNC(=S)Nc1ccc(CP(=O)(OCC)OCC)cc1
→ -5	-2	-2
- COCCN(CC(=O)N(CCc1c[nH]c2ccccc12)Cc1ccc(C(F)(F)F)cc1)C(=O)Nc1cccc(C#N)c1
→ -5	-5	25
- CN1CCN(C)C(CNC(=O)N(C)Cc2cc3ccccc3o2)C1 (stereo unspecified)
→ -17	-7	6
- N#Cc1ccsc1NC(=O)CN1CCN(c2ccc(F)cc2)CC1
→ -7	.	-4
- O=C1NC(=S)NC1=Cc1ccccc1Cl
→ -6	0	13
- Cc1cc(CNC2CCC(O)CC2)c(C)n1-c1ccnn1C(C)C (stereo unspecified)
→ -3	.	11
- N#C/C(=C\c1ccccc1OCc1ccc(C(=O)O)cc1)c1ccccc1
→ -6	.	2
- CC(=O)c1ccc2c(c1)c1cc(Cl)ccc1n2C
→ 1	.	0
- CN(CC1CCN(CCc2ccc(F)cc2)CC1)C(=O)c1cccc(-c2ccco2)c1
→ -6	-9	11
- O=C(CNC(=O)c1ccc2c(c1)OCCO2)N=Nc1c(O)[nH]c2ccc([N+](=O)[O-])cc12
→ -4	1	-4
- Cc1ccc(NC(=O)CSc2nc(=O)n3cc(C)ccc3n2)cc1
→ -9	-10	1
- COc1ccc(S(=O)(=O)Nc2cc(Cl)ccc2C(=O)NCc2ccccc2)cc1OC
→ -2	-6	1
- Cc1ccc(C(N)=O)c(OCc2ccc(F)cc2Br)c1
→ -10	-8	-1
- O=C1CN(C(=O)C2COc3ccccc3O2)c2ccccc2N1 (stereo unspecified)
→ 0	.	-1
- CSc1ccc(NC(=O)N(Cc2ccc(OS(=O)(=O)c3cccc(C(F)(F)F)c3)cc2)C(C)C)cc1
→ -9	-6	14
- CC(=O)Oc1c(-c2ccccc2)oc2c(CC=C(C)C)c3c(c(OC(C)=O)c2c1=O)C=CC(C)(C)O3
→ -1	-4	-14
- O=C(O)CSCC(=O)Nc1cc(SCCO)cc([N+](=O)[O-])c1
→ 2	.	9
- COc1ccc(OC)c(NC(=O)N2CCCCC2CN2CCOCC2)c1 (stereo unspecified)
→ -1	.	14
- CCCCN(C(=O)Nc1ccc(Cl)cc1)C(C)c1nc2ccccc2c(=O)n1-c1cc(OC)cc(OC)c1Br (stereo unspecified)
→ -8	-6	21
- COc1cc(Br)cc(/C=C2\SC(=Nc3cc(C)cc(C)c3)NC2=O)c1O
→ -5	-2	-7
- c1cncc(CNCc2ccc3c(c2)OCO3)c1
→ -14	.	1
- COc1cc(C(=O)NCCc2csc(-c3cccc(F)c3)n2)c([N+](=O)[O-])cc1OC
→ -6	-7	6
- O=S(=O)(NN=Cc1cccs1)c1ccc(Br)cc1
→ -4	.	-8

Screening results from PubChem BioAssay.
